# Screening data (PubChem BioAssay)
# Mito fusion act – mitochondrial division inhibition or fusion activation; 320,000 tested, 0.23% active; S. cerevisiae fusion-defective mutant growth rescue, CellTiterGlo 48 h; Potency, µM (doses to about 46.1 µM), inactives show at the top dose growth rescue (activation), hits mostly activators;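 further: potency means the concentration at half of the fitted maximal effect; % of control where 0% means no effect; nearly all actives have a fitted effect of over 45% in size; temperature-sensitive fusion mutants such as fzo1-1 at 37 °C on non-fermentable ethanol glycerol medium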
#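 Temperature-sensitive fusion-defective S. cerevisiae (e.g. fzo1-1, mgm1-5) were grown with compound in YPEG medium (3% ethanol, 3% glycerol) for 48 hours at 37C. Growth rescue was measured as viability by CellTiterGlo luminescence after 10 minutes at ambient.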
# KCNH2 3.1 inh – KCNH2 3.1 (human) potassium channel inhibition; 340,000 tested, 0.95% active; activity change, % (tested at about 1.8 µM); AID 720553; U2OS KCNH2 3.1, thallium flux FluxOr; stronger effect = lower value;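 active means maximum activity change below -70%; inconclusive means maximum activity change from -70% to -50%; inactive means maximum activity change above -50%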;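 further: thallium influx rate constant from kinetic fluorescence after stimulation buffer; on the % scale 0 is the no-effect control and ±100 the full control effect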
#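 FluxOr-based Tl+ influx in U2OS cells transduced with KCNH2 3.1 virus; rate constants normalized to DMSO controls.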
# TRPV1 ag – activates the human vanilloid receptor TRPV1; AID 540275; Q8NER1; TRPV1-expressing cells, Fluo-8 calcium influx, agonist mode; activation, % at 8.33 µM; 320,000 tested, 0.19% active; in the data active means activation above about 80%; inconclusive means between about 30% and that limit; further: 0% is about no effect
#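 Cells expressing TRPV1 were dye-loaded with Fluo-8 and read kinetically: 10 s baseline, 3 min after compound (agonist portion), then 2 min after EC20 capsaicin (allosteric enhancer portion). Calcium-bound dye fluorescence at 480/520 nm.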
# USP2a inh – blocks human ubiquitin-specific protease USP2a | USP2 core, Ub-CHOP2 coupled fluorogenic reporter, 485/531 | Potency, µM (highest dose often 38.3 µM), without a hit: at the top dose activity change, negative = inhibition, actives largely listed as inhibitors | 330,000 tested, 0.01% active | AID 463254;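 further: potency means the concentration at half of the fitted maximal effect; plate controls were DMSO wells for no effect and full inhibition by NEM control for full effect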
#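 Cell-free coupled assay: 10nM USP2 core preincubated 30min RT with compound in Tris-HCl pH 8.0/CaCl2/CHAPS buffer, then 25nM Ub-CHOP2 and 25nM reporter substrate; fluorescence (Ex 485/Em 531) read after 60min RT, normalized to NEM inhibition, concentration-response curves fitted.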
# Eya2 phos inh – Eya2 (human) phosphatase inhibition; recombinant Eya2, OMFP fluorescence dephosphorylation (OMFP is methylfluorescein phosphate); 330,000 tested, 0.006% active; O00167; AID 488837; Potency, µM (doses to about 76.9 µM), without a hit: at the top dose activity, negative = inhibition, actives largely listed as inhibitors; further: potency means the concentration at half of the fitted maximal effect; on the % scale 0 is the no-effect control and ±100 the full control effect
#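 Eya2 (0.2 uM) preincubated 10 min at ambient with compound, then OMFP substrate added at 50 uM; 10 min reaction in 50 mM HEPES pH 7.5, 50 mM NaCl, 5 uM MgCl2, 0.05% BSA, 1 mM DTT. Fluorescence read at Ex 485/Em 525 nm.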
# KCNH2 WT inh – inhibitors of human wildtype KCNH2 potassium channel; Q12809; U2OS, BacMam KCNH2, thallium flux FluxOr; stronger effect = lower value; activity change, % at 1.84 µM; 340,000 tested, 0.37% active; AID 720551;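 active means maximum activity change below -70%; inconclusive means maximum activity change between -70% and -50%; inactive means maximum activity change above -50%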; further: on the % scale 0 is the no-effect control and ±100 the full control effect
#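 U2OS cells transduced with wild-type KCNH2 virus are loaded with FluxOr dye for 45 min, and thallium flux is measured in kinetic reads before and after stimulation buffer. Rate constants are normalized to DMSO controls.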
# A-T KAP1 phos – potential ataxia-telangiectasia treatment; […] A-T fibroblasts, KAP-1 phosphorylation AlphaLISA; neocarzinostatin DNA damage 30 min before lysis; Potency, µM (top dose mostly 57.5 µM), without a hit: at the highest dose activation, hits mostly activators; 320,000 tested, 0.19% active; AID 485349; further: potency means the concentration at half of the fitted maximal effect; % of control where 0% means no effect; nearly all actives have a fitted effect of over 45% in size
#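 hTERT-immortalized A-T patient fibroblasts ([…]), 500 cells/well in OPTI-MEM, 1% FBS, got compounds for 60 min, then NCS for 30 min at 37C. Lysates were then assayed for phospho-KAP-1 by AlphaLISA (anti-pKAP1 donor, anti-KAP1 acceptor beads), 6 hr at 25C.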
# TCR act – activators of T cell receptors | 330,000 tested, under 10 active | Potency, µM (top dose mostly 9.22 µM), inactives show at the highest dose activation of IL-2 secretion, usual class: activators | primary human leukocytes, anti-CD3, IL-2 HTRF, 48 h; further: % of control where 0% means no effect
#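 Activity was scored as IL-2 release from primary human leukocytes given only a TCR signal (a-CD3 beads) plus compound for 48 hr. Detection used a two-antibody HTRF format read at 665nm.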
# TSHR antagonist – human thyrotropin receptor antagonism; TSHR-expressing cells, TSH-stimulated cAMP HTRF, 2 h; stronger effect = lower value; 330,000 tested, 0.2% active; activity change, negative = inhibition, % at 11.5 µM;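 active means activity change below a set negative limit, meaning inhibition stronger than a set level, cut at about -70% in these data; inconclusive means activity change between two set negative limits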; further: on the % scale 0 is the no-effect control and ±100 the full control effect
# Target sequence (P16473 whole entry, looked up): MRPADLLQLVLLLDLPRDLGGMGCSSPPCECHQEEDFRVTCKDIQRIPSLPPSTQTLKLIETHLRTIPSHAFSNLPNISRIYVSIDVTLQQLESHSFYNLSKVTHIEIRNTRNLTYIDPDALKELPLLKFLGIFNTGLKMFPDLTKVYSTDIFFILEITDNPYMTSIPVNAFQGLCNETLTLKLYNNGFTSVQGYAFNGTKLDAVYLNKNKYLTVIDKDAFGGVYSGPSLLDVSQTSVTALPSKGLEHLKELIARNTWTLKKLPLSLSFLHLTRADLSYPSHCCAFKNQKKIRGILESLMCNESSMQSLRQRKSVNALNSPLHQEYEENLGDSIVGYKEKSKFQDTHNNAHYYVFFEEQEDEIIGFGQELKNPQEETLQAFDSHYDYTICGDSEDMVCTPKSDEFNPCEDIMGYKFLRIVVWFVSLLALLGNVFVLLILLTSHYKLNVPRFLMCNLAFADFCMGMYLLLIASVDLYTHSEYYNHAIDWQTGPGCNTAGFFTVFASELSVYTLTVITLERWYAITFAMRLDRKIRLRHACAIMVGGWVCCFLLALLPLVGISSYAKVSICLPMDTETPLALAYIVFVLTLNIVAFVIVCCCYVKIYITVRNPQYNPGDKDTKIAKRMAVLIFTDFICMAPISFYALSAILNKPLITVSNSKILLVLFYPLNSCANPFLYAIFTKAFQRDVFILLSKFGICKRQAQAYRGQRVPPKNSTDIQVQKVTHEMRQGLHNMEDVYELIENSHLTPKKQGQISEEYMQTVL
#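 TSHR-expressing cells were treated with compounds, then stimulated with TSH at EC80 (4nM final) for 2 hours at 37 deg C. Cellular cAMP was measured by HTRF competition between lysate cAMP and cAMP-d2 for a cryptate-labelled anti-cAMP antibody.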
# ELG1 repair inh – inhibitors of ELG1-dependent DNA repair in HEK293T cells; HEK293T ELG1-luciferase reporter, luminescence, 16 h; DNA damage induced by 5-fluorouridine; 330,000 tested, 2.3% active; Potency, µM (top dose mostly 46.1 µM), inactives show top-dose activity change, negative = inhibition, hits mostly inhibitors; further: potency means the concentration at half of the fitted maximal effect; on the % scale 0 is the no-effect control and ±100 the full control effect; nearly all actives have a fitted effect of over 55% in size
#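 Overnight (16 hr) co-exposure of 2,000 cells/well to 5-fluorouridine and compound at 37 °C preceded detection. Luciferase was quantified via ONE-Glo luminescence; loss of signal denotes inhibition.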
# * = called active by the depositor; ? = inconclusive; . = no result given; [ ] = remark or other dose. Unless noted, the call rests on the fitted dose curve; in most records, active means well fitted curve in the direction sought with a large enough effect; inconclusive means small, poorly fitted or top-dose-only effect, or another doubt; inactive means no such curve, though single readings can be large; an effect the other way counts as inactive or inconclusive. Some of the compounds tested, so the mix of outcomes need not match the whole.
SMILES,Mito fusion act,KCNH2 3.1 inh,TRPV1 ag,USP2a inh,Eya2 phos inh,KCNH2 WT inh,A-T KAP1 phos,TCR act,TSHR antagonist,ELG1 repair inh
CCc1nnc(NC(=O)CCC(=O)NC2CCCCC2)s1,0%,-2,-1,-1%,-9%,-2,-4%,4%,56,22%
Cc1ccc(C)c(NC(=O)c2ccccn2)c1,5%,-13,2,1%,1%,-15,-1%,-11%,18,?
N#Cc1ccc(-c2ccccc2)nc1Sc1ccc(F)cc1,-2%,-31,0,0%,-2%,2,14%,-1%,4,2%
CCS(=O)(=O)Nc1cccc(-c2cc(-c3ccccc3)c3cc(C)ccc3n2)c1,6%,-9,2,-16%,-13%,0,1%,-1%[46.1 µM],50,?
COC(=O)c1cc(CNC(=O)c2ccc(S(=O)(=O)N(C)c3ccccc3)cc2)ccc1OC,0%,4,?,1%,6%,3,-2%,6%,-21,-26%
CCc1noc(C)c1C(=O)Nc1nc(-c2ccc(OC)c(OC)c2)cs1,-5%,-2,2,-2%,8%,21,-6%,0%,-13,?
CCOc1ccccc1OCC(=O)OCc1csc(CC(=O)Nc2ccccc2C)n1,-1%,8,1,-1%,32%,9,1%,-8%,12,-5%
CCOP1(=O)C=C(C(C)(C)C)OC1c1ccc(F)cc1 (configuration not stated),-2%,-4,1,11%,20%,-2,5%,-1%,-2,15%
COc1ccc(OCC(O)CN2CCN(c3ccccc3)CC2)cc1 (configuration not stated),1%,-5,2,-2%,-6%,6,-1%[11.5 µM],-4%,28,5%
O=C(Nc1ccc(Cl)cc1)N1CCc2ccccc2C1,17%,5,-11,-1%,2%,-1,-3%,-66%,29,2%
COc1ccccc1N(O)C1CC(=O)N(c2ccc(F)cc2)C1=O (configuration not stated),2%,6,-8,0%,4%,-3,-1%,-2%,5,8%
CC1CCN(S(=O)(=O)c2cccc(C(=O)O)c2)CC1,-1%,8,-2,4%,1%,-7,-3%,.,11,1%
CCCCN(CCCC)C(=S)NC(=O)c1ccccc1Cl,-1%,1,?,0%,-3%,-41,6%,3%[46.1 µM],-2,-3%
c1ccc(OCCCCn2cnc3ccccc32)cc1,6%,-13,7,-7%,0%,8,8%,-4%,-8,0%
CNC(=O)c1ccc(NC(=O)Nc2ccccc2)cc1,-1%,2,16,1%,-4%,-6,-6%,-3%,22,?
COc1ccccc1NC(=O)C(=O)c1cn(CC(=O)N2CCOCC2)c2ccccc12,0%,21,9,-2%,2%,5,11%,6%,-17,?
Cc1nnc(SCc2c(Cl)cccc2Cl)n(N)c1=O,21%,-1,1,5%,3%,-4,-10%,4%,-2,-2%
CCOC(=O)CN(C(=O)CNC(=O)c1cccs1)C(C(=O)NC1CCCC1)c1cccnc1 (configuration not stated),0%,-9,-3,0%,1%,-23,1%,-4%,4,24%
Cc1nnsc1C(=O)Nc1ccc(S(=O)(=O)N2CCCCC2C)cc1 (configuration not stated),-1%,-2,19,0%,-1%,-2,-1%,1%,-10,?
Cc1ccc(/C(O)=C2/C(=O)C(=O)N(CCN3CCOCC3)C2c2ccccn2)cc1 (configuration not stated),3%,-4,2,-3%,12%,5,2%,-11%,1,?
c1ccc(-c2cnn3c(-c4ccccc4)c(-c4ccccc4)nc3n2)cc1,2%,-89*,?,?,11%,-135*,10%,-7%[46.1 µM],-4,?
COc1ccc(C(C(=O)NCC2CCCO2)N(Cc2cccs2)C(=O)c2snc(C(N)=O)c2N)cc1 (configuration not stated),-4%,-19,10,0%,-6%,14,-10%,2%,1,?
CCOC(=O)c1[nH]c(C=O)c(C(=O)OCC)c1C,6%,-1,2,0%,3%,-8,4%,1%,-31,-11%
COc1ccc(C(=O)NCc2ccc(S(N)(=O)=O)cc2)cc1[N+](=O)[O-],-1%,9,0,1%,-5%,.,0%,1%,-5,4%
O=C(NCc1ccccn1)c1cccs1,0%,3,2,-1%,14%,-2,3%,7%,-11,9%
CC(C)NC(=O)C(C)Oc1ccc(S(=O)(=O)NCc2ccc3c(c2)OCO3)cc1 (configuration not stated),0%,9,2,-4%,-18%,5,6%,6%,18,?
Cc1cccc(N(CC(=O)NCc2ccco2)C(=O)CNS(=O)(=O)c2ccc(F)cc2)c1,-7%,7,1,2%,-7%,2,-7%,0%,0,?
COc1cccc(N2CCN(C(=O)c3cccc(NC4=NC5CS(=O)(=O)CC5S4)c3)CC2)c1 (configuration not stated),1%,9,1,0%,13%,17,-3%,6%,23,8%
COCCCn1c(=O)c2ccccc2n(CC(=O)NC2CCCC2)c1=O,2%,-3,-2,4%,0%,12,-5%,-2%,3,8%
c1ccc(C[n+]2csc3ccccc32)cc1,4%,-17,1,2%,1%,2,-5%,.,-6,22%
COC(=O)c1ccccc1NC(=O)N1CCN(c2ccc(F)cc2)CC1,-4%,-4,24,0%,-3%,3,3%,-11%,-9,0%
COc1ccc(-c2ccc(CO)o2)cc1N,-1%,14,-2,2%,7%,13,2%,-3%,-3,?
O=C(Nc1ccc(OC(F)F)c(Cl)c1)Nc1ccc2c(c1)OCO2,-2%,-2,2,0%,-1%,-3,-3%,.,-18,11%
CNC(=S)Nc1ccc(Br)cc1,-2%,0,1,-2%,8%,5,8%,5%[46.1 µM],8,15%
COc1ccccc1NC(=O)c1cc([N+](=O)[O-])ccc1NCCN1C(=O)CCC1=O,9%,1,-1,2%,1%,.,-1%,4%,4,-3%
COc1ccc(CN(C)C(=O)c2ccc(NC(=O)CC3SC(N4CCCC4)=NC3=O)cc2)c(OC)c1 (configuration not stated),-2%,-2,-1,-4%,-9%,8,3%,1%,4,-18%
COC(=O)Nc1nc2ccc(Sc3ccccc3)cc2[nH]1,11%,-21,-4,3%,0%,4,11%,2%,18,?
O=C(Nc1cc(S(=O)(=O)N2CCCCC2)ccc1Cl)c1ccccc1NS(=O)(=O)c1ccc(F)cc1,-8%,-10,0,-7%,0%,-8,2%,-2%[46.1 µM],-43,4.1µM*
CCn1c(SCC(=O)Nc2ccc3[nH]c(=O)[nH]c3c2)nc2ccccc21,1%,5,?,2%,-9%,4,11%,-2%,-2,25%
Cc1cc(NS(=O)(=O)c2ccc(NC(=S)NC(=O)c3ccc(C(C)(C)C)cc3)cc2)no1,?,9,3,0%,-5%,-3,2%,0%[46.1 µM],-18,-19%
O=C(Nc1cnn(C23CC4CC(CC(C4)C2)C3)c1)c1cnn2c(C(F)(F)F)cc(-c3ccco3)nc12,10%,13,0,0%,-3%,-3,9%,-16%,-5,?
CC(=O)Nc1nc(-c2ccc(Cl)cc2)nc(C)c1C(C)=O,-8%,10,2,2%,9%,7,2%,-7%,5,11%
CCCCNC(=O)C1CCCN(S(=O)(=O)c2ccc(S(=O)(=O)NCC(C)C)cc2)C1 (configuration not stated),-2%,-12,-2,9%,2%,-5,2%,-2%,-5,-20%
Cc1cccc(/C=N/NC(=O)c2cc(C)nc3ccccc23)n1,16%,5,-1,1%,0%,10,0%,-4%,25,-4%
Cc1ccc(C(=O)NNC(=S)NC(=O)c2ccc(Cl)cc2)cc1,0%,-3,.,0%,6%,-12,7%,2%,0,0%

# No new results follow: two of the compounds above.
SMILES,Mito fusion act,KCNH2 3.1 inh,TRPV1 ag,USP2a inh,Eya2 phos inh,KCNH2 WT inh,A-T KAP1 phos,TCR act,TSHR antagonist,ELG1 repair inh
Cc1cccc(/C=N/NC(=O)c2cc(C)nc3ccccc23)n1,16%,5,-1,1%,0%,10,0%,-4%,25,-4%
Cc1ccc(C(=O)NNC(=S)NC(=O)c2ccc(Cl)cc2)cc1,0%,-3,.,0%,6%,-12,7%,2%,0,0%

# Continued:
SMILES,Mito fusion act,KCNH2 3.1 inh,TRPV1 ag,USP2a inh,Eya2 phos inh,KCNH2 WT inh,A-T KAP1 phos,TCR act,TSHR antagonist,ELG1 repair inh
CNC(=O)N(O)C1N(/N=C/c2cccnc2)C(=S)SC1(C)C (configuration not stated),-2%,-13,-3,6%,?,9,-4%,-5%,6,0%
COc1ccc(/C=C/C(=O)c2ccccc2)cc1COc1ccccc1F,-3%,-4,0,-5%,-11%,-1,7%,3%,-17,-24%
C/C(=N\OCC(=O)N/N=C/c1ccccc1O)c1cccs1,-5%,-1,4,2%,-14%,-7,3%,-3%,-3,-12%
O=C(NNS(=O)(=O)c1ccc(Cl)cc1)c1cc(-c2ccccc2)n[nH]1,3%,19,0,0%,15%,33,14%,-2%,-6,-11%
